CHRM1 agonist: activates human CHRM1 receptor | 360,000 compounds, 0.33% hits | activation, % at 3 µM | CHO-K1 hM1, Fluo-8 calcium fluorescence, agonist mode; 0% DMSO, 100% acetylcholine EC100;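 active = activation above the run's mean compound activation plus 3 SD, cut at about 16% in these data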;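 also: peak over basal fluorescence ratio within a 140 s kinetic read after compound addition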
Target sequence (P11229 whole entry, looked up): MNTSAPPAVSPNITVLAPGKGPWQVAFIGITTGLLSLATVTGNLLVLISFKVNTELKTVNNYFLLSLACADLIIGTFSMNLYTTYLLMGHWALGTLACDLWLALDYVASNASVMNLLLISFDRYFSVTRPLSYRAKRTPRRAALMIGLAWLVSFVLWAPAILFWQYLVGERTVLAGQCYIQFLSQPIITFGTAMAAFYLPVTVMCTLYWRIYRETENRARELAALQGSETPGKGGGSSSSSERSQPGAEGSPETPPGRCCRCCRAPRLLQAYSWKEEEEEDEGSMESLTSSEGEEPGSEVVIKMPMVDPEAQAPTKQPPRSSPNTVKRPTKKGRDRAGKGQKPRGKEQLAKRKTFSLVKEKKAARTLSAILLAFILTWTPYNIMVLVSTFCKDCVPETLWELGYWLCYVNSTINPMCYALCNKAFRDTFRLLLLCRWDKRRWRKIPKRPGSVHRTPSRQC
TAAR1 agonist: human TAAR1 agonism | Q96RJ0 | CHO RD-HGA16 TAAR1, Fluo-8 calcium fluorescence; vehicle wells 0%, saturating PEA agonist 100% | activation, % at 3 µM | 360,000 compounds, 0.99% hits;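 active = activation above the mean activation of all test compounds in the run plus 3 SD, cut at about 38% in these data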
Target sequence (Q96RJ0 whole entry, looked up): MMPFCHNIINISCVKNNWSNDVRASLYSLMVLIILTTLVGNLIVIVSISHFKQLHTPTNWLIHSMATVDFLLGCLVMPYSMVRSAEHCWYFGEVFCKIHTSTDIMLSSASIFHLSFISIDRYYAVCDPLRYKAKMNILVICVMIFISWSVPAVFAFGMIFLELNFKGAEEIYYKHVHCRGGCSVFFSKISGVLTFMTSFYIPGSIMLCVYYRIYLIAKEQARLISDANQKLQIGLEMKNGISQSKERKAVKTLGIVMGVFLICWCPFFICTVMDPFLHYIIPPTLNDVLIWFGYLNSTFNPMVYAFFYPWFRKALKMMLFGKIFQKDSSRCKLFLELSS
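Assay system: CHO-derived RD-HGA16 cells with stable Gα16 and human TAAR1; timing: 17-24 h seeding, 75 min 37 °C dye, 30 min RT; read-out: % activation from peak over basal fluorescence ratio, DMSO-to-PEA scaled; measured by: kinetic Fluo-8 calcium fluorescence; benchmarks: low control DMSO, high control PEA (EC100); doses: 3 µM single concentration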
CHO parental Ca: counter-screen for OX1R antagonists: effect in parental CHO cells; parental CHO-K1, ATP-induced calcium, Fluo-8 fluorescence; 330,000 compounds, 0.63% hits; AID 463079; inhibition, % at 5.6 µM;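 active = inhibition above that plate's mean sample inhibition plus 3 SD, cut at about 26% in these data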;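 also: 0% = ATP-challenged DMSO wells and 100% = DMSO wells without ATP; some compounds past the cut are filed as inactive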
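Material – parental CHO cells · Reagent – ATP stimulus · Compound – single nominal dose of 5.6 µM per compound · Detection – Fluo-8 fluorescence · Read-out basis – percent inhibition of calcium signal · Controls – ATP-challenged DMSO wells low, unchallenged DMSO wells high · Repeats – no replicates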
M1 antag: blocks human M1 muscarinic receptor. P11229. CHO-K1 hM1, Fluo-8 calcium fluorescence, ACh EC80 antagonist. inhibition, % at 3 µM. 360,000 compounds, 1.3% hits. AID 588852;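 active = percent inhibition above its own plate's cutoff, namely the mean of that plate's compound wells plus 3 SD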;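 also: peak over basal fluorescence ratio during 140 s after agonist addition; 0% = ACh EC80 plus DMSO and 100% = DMSO alone without agonist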
CHO-K1 Ca PAM: counter-screen for M1 PAMs: effect in parental CHO-K1 cells; ATP EC20, Fluo-8 calcium fluorescence; 0% at ATP EC20, 100% at ATP max; activation, % at 3 µM; 360,000 compounds, 0.02% hits; AID 602247;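 active = activation above the run cutoff, the mean activation of all test compounds plus 3 SD, cut at about 40% in these data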;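 also: peak over basal fluorescence ratio in a 140 s read after ATP addition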
M1 PAM: potentiates human M1 receptor response to acetylcholine | P11229 | CHO-K1 hM1, Fluo-8 calcium fluorescence, ACh EC20; 0% = ACh EC20, 100% = maximal ACh | 360,000 compounds, 0.088% hits | activation, % at 3 µM; in the data active = activation above about 19%, passing the limit was not always enough
TAAR1 antag: antagonists of human TAAR1; Q96RJ0; CHO RD-HGA16 TAAR1, Fluo-8 calcium fluorescence, antagonist; inhibition, % at 3 µM; 360,000 compounds, 1.5% hits; AID 624466;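 active = inhibition above a per-plate cutoff, the mean inhibition of test compounds on that plate plus 3 SD, cut at about 49% in these data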;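 also: 0% = DMSO plus EC80 beta-PEA response and 100% = DMSO alone without agonist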
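System: CHO RD-HGA16 cells bearing hTAAR1. Reagent: EC80 β-phenethylamine stimulus. Schedule: seeding 17-24 h prior, 75-min 37 °C, 30-min RT dye loading. Signal: Fluo-8 intracellular calcium dye fluorescence, real-time kinetic reads. Read-out: % inhibition from peak post-agonist over basal fluorescence ratio. Benchmarks: vehicle wells and EC80 agonist wells. Replicates: n of 1.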
CHO-K1 Ca ag: M1 agonist counterscreen hit in parental CHO-K1 cells; Fluo-8 calcium fluorescence; scaled to maximal ATP response, vehicle zero; activation, % at 3 µM; 360,000 compounds, 0.48% hits; AID 602248; in the data active = activation above about 15%;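 also: untransfected CHO-K1 host cells lacking M1 receptor as counterscreen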
CHO-K1 Ca antag: counter-screen for M1 antagonists: effect in parental CHO-K1 cells; ATP-induced calcium, Fluo-8 fluorescence; inhibition, % at 3 µM; 360,000 compounds, 0.6% hits; AID 602250;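 active = inhibition above a per-plate cutoff, the plate's mean sample inhibition plus 3 SD, cut at about 24% in these data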;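 also: 0% = DMSO plus EC80 ATP and 100% = DMSO alone without ATP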
An asterisk follows results filed as active; / = no result given.

SMILES	CHRM1 agonist	TAAR1 agonist	CHO parental Ca	M1 antag	CHO-K1 Ca PAM	M1 PAM	TAAR1 antag	CHO-K1 Ca ag	CHO-K1 Ca antag
COc1cc(CNc2ccc(N3CCOCC3)cc2)ccc1OCC(=O)NC(C)(C)C	-2	13	-6	15	8	-3	46	4.4	6
Clc1ccc(COn2c(-c3ccc(Cl)cc3)nc3ccccc32)cc1	-5	11	-28	3	20	-21	9	1.7	-10
COc1cccc(NC(=O)c2ccccc2SC)c1	-1	5	-11	-20	10	-2	-13	2.2	0
O=C(NNC1=NC2(CCCC2)Cc2ccccc21)c1ccncc1	-4	1	-13	11	21	-2	-7	1.2	0
C#CCOc1c(Br)cc(/C=C2/C(=O)ON=C2C)cc1OCC	11	-2	-13	-19	11	17	-26	-0.4	-16
CCCC[C@H]1C2=C3[C@@H](CC(C(=O)OC)=C[C@@H](C(=O)OC)[C@H]3C(C)(C)C2=O)n2c(=O)n(-c3ccccc3)c(=O)n21	-3	3	-27	-11	-15	15	-7	-0.6	4
O=C(OCC(=O)N1CCCC1)c1c2c(nc3ccccc13)CCCCC2	-5	5	-17	-5	-8	7	5	1.7	-6
CCCCCCSC1=C(C#N)C(c2ccccc2)CC(=O)N1 (stereo unspecified)	-2	0	-13	-1	7	-4	8	-0.2	-17
Cc1ccc(-n2cc(CN3CCC(CO)(Cc4cccc(C(F)(F)F)c4)CC3)cn2)cc1	-4	44*	10	2	6	-2	4	2.8	-4
COc1ccc2c(c1)CCCC21NC(=O)N(CC(=O)N2CC(C)OC(C)C2)C1=O (stereo unspecified)	4	12	-12	-11	-2	15	7	-0.2	-6
CCO[C@H]1c2c(ccc3ccc(=O)oc23)OC(C)(C)[C@@H]1O	-1	9	-15	-17	4	12	9	-0.5	-1
CN(Cc1ccccc1)C(=O)c1[nH]cnc1C(=O)Nc1ccc(Br)cc1F	-1	0	/	-14	13	8	1	0.3	-7
O=C(CN1C(=O)NC2(CCCc3ccccc32)C1=O)N1CCN(C(=O)c2ccco2)CC1 (stereo unspecified)	-2	1	-4	-15	18	11	-13	0.2	-10
O=C1c2ccccc2-c2ccccc2NC1O (stereo unspecified)	0	3	/	17	1	-7	-28	4.7	10
CCCn1c(=O)c2ccccc2n2c(=S)[nH]nc12	-2	-1	-5	10	5	-12	10	5.5	-1

One compound at a time, from the list above. Order of screens: CHRM1 agonist | TAAR1 agonist | CHO parental Ca | M1 antag | CHO-K1 Ca PAM | M1 PAM | TAAR1 antag | CHO-K1 Ca ag | CHO-K1 Ca antag
`Clc1ccc(COn2c(-c3ccc(Cl)cc3)nc3ccccc32)cc1` in the list: -5 | 11 | -28 | 3 | 20 | -21 | 9 | 1.7 | -10
`CN(Cc1ccccc1)C(=O)c1[nH]cnc1C(=O)Nc1ccc(Br)cc1F` in the list: -1 | 0 | / | -14 | 13 | 8 | 1 | 0.3 | -7
`COc1cc(CNc2ccc(N3CCOCC3)cc2)ccc1OCC(=O)NC(C)(C)C` in the list: -2 | 13 | -6 | 15 | 8 | -3 | 46 | 4.4 | 6
`O=C(NNC1=NC2(CCCC2)Cc2ccccc21)c1ccncc1` in the list: -4 | 1 | -13 | 11 | 21 | -2 | -7 | 1.2 | 0
`CCCn1c(=O)c2ccccc2n2c(=S)[nH]nc12` in the list: -2 | -1 | -5 | 10 | 5 | -12 | 10 | 5.5 | -1

Next section.
SMILES	CHRM1 agonist	TAAR1 agonist	CHO parental Ca	M1 antag	CHO-K1 Ca PAM	M1 PAM	TAAR1 antag	CHO-K1 Ca ag	CHO-K1 Ca antag
Fc1ccc(CNCc2ccco2)cc1	-3	5	-2	-14	3	4	-21	1.0	-10
O=C(CN1C(=O)/C(=C\c2ccc(F)cc2)Oc2ccccc21)NCc1ccco1	-5	4	-8	-6	20	10	0	0.6	-11
COc1ccccc1CNC(=O)c1cc(-c2ccccc2)nn1Cc1cc(C)no1	-4	4	-5	-12	12	5	23	0.6	-14
CSc1ncc(C(=O)O)n1-c1ccc(F)cc1	-2	22	7	-5	4	7	0	0.1	4
CC(O)CNCCCCOc1ccc(OCc2ccccc2)cc1 (stereo unspecified)	-6	9	-7	-4	6	8	5	7.5	-9
C=CCOc1ccc2ccccc2c1CNn1c(C)n[nH]c1=S	-7	-1	-14	-3	-16	-2	14	0.5	11
O=C(Nc1ccccc1N1CCN(c2ccc(F)cc2)CC1)C1CCCCC1	-2	0	/	1	22	-1	-2	0.2	-11
O=C(COc1ccc2ccccc2c1)Nc1ccncc1	0	11	67*	18	0	-3	15	14	24*
COc1ccc(Nc2nc(-c3ccccc3)c(C(=O)Nc3cccnc3)s2)cc1	-1	4	-24	-2	15	5	17	1.2	-14
CCN(CC)S(=O)(=O)c1ccc(C)c(NC(=O)CN2CCN(Cc3ccccc3)CC2)c1	-7	0	-23	6	5	-1	-20	1.9	1
COc1ccc2c(c1)cc(C(=O)N[C@@H](Cc1ccccc1)C(=O)O)n2C	-3	-2	1	-5	-7	5	1	0.3	-3
C/C=C/Cn1c(Br)nc2c1c(=O)n(C)c(=O)n2C	0	-2	-6	-24	14	4	-19	-0.1	-10
COc1ccc(OC)c(S(=O)(=O)N(C)CC(=O)O)c1	-2	0	0	-13	17	4	-4	-0.1	-9
O=C(N/C(=C/C=C/c1ccccc1)C(=O)N1CCCCC1)c1ccc([N+](=O)[O-])cc1	-3	-2	-14	2	10	3	1	2.1	-5
COc1ccc(C(C)(O)c2nc(-c3cccc(O)c3)cs2)cc1 (stereo unspecified)	2	2	/	-6	4	6	22	1.1	0

Shown bar-delimited: part of the list above.
Compound | CHRM1 agonist | TAAR1 agonist | CHO parental Ca | M1 antag | CHO-K1 Ca PAM | M1 PAM | TAAR1 antag | CHO-K1 Ca ag | CHO-K1 Ca antag
Cc1ccc(-n2cc(CN3CCC(CO)(Cc4cccc(C(F)(F)F)c4)CC3)cn2)cc1 | -4 | 44* | 10 | 2 | 6 | -2 | 4 | 2.8 | -4
O=C(N/C(=C/C=C/c1ccccc1)C(=O)N1CCCCC1)c1ccc([N+](=O)[O-])cc1 | -3 | -2 | -14 | 2 | 10 | 3 | 1 | 2.1 | -5

Remaining list, next part.
SMILES	CHRM1 agonist	TAAR1 agonist	CHO parental Ca	M1 antag	CHO-K1 Ca PAM	M1 PAM	TAAR1 antag	CHO-K1 Ca ag	CHO-K1 Ca antag
CN(C)c1nc(OCCOC(=O)Nc2ccc(Cl)cc2Cl)nc(N(C)C)n1	-5	/	-23	-5	-9	1	/	0.2	-13
Cc1cccc(NC(=O)N2CCc3ccccc3C2)c1C	-3	80*	/	-16	7	12	52*	1.1	-17
FC(F)(F)c1ccc2c(c1)n(Cc1ccccc1)c1[n+]2CCCCC1	-9	4	-17	49*	-4	-25	-18	0.6	-11
CCCc1[nH]nc2c1C(c1ccc(OC(=O)N3CCOCC3)c(OC)c1)C(C#N)=C(N)O2 (stereo unspecified)	1	5	4	-11	7	6	-21	0.3	-26
COc1ccc(S(=O)(=O)N2CCOCC2)cc1NC(=O)[C@@H]1CCCN1C(=O)c1cccs1	-13	10	-15	-2	21	7	3	0.2	-7
CC(/C=N/NC(=O)CSc1nc(C)cc(C)n1)=C\c1ccccc1	-1	9	-10	11	-6	-9	8	8.4	2
CN1CCN(C2=NC3(CCCC3)C(C#N)C(=O)N2)CC1 (stereo unspecified)	-3	1	4	-14	13	8	-15	0.3	-4
CC(C)CNC(=O)NC(=O)COC(=O)Cn1cnc2ccccc2c1=O	-4	0	-1	3	-2	1	-15	-0.1	-1
Cc1cc(C)c(-c2c(O)c3cccc4c3n(c2=O)CCC4)c(C)c1	-3	5	-6	0	13	1	8	3.4	0
COC(=O)C1(C)CCCC2(C)C3CCC(C(C)C)C(CO)C3C(CO)CC12 (stereo unspecified)	4	25	/	25	-7	-4	82*	9.3	15
O=C(CNC(=S)NC(=O)c1cccs1)c1ccccc1	-8	1	-6	0	15	-3	-15	0.4	-6
CCOc1ccccc1NC(=S)N1CCC(NC(=O)NC23CC4CC(CC(C4)C2)C3)CC1	-6	7	-18	-26	-8	5	-2	0.3	-8
CCCCCN(C(=O)COC(=O)CSc1ccc([N+](=O)[O-])cc1)c1c(N)n(CCCC)c(=O)[nH]c1=O	-3	3	-16	-7	11	9	-22	0.9	4
CCc1nnc(NC(=O)CS(=O)(=O)c2ccccc2)s1	-3	5	-5	-12	4	16	-2	0.6	14
COCCNC(=O)C1(C)CCCN(Cc2ccc(OC)cc2)C1 (stereo unspecified)	-5	/	/	1	-2	0	/	0.3	3

Individual results from the entries so far:
M1 antag with COCCNC(=O)C1(C)CCCN(Cc2ccc(OC)cc2)C1 (stereo unspecified) stands at 1
M1 PAM with Cc1cc(C)c(-c2c(O)c3cccc4c3n(c2=O)CCC4)c(C)c1 stands at 1

Next section.
SMILES	CHRM1 agonist	TAAR1 agonist	CHO parental Ca	M1 antag	CHO-K1 Ca PAM	M1 PAM	TAAR1 antag	CHO-K1 Ca ag	CHO-K1 Ca antag
CC(c1ccccc1)C1CC(=O)N(C2CCCCC2)C1=O (stereo unspecified)	-5	24	-18	-4	13	5	-10	3.9	-1
Cc1onc(-c2ccccc2)c1C(=O)N1CCN(CCc2ccccc2)CC1	-7	31	-20	-9	3	2	-14	0.9	-10
Cc1cccc(C)c1NC(=O)CNC(=O)C(NC(=O)c1ccc(C(C)(C)C)cc1)C(C)C (stereo unspecified)	-8	-1	-23	-6	28	5	-10	0.1	-7
COc1ccc(C2=CC(c3cccc(OC)c3)n3nnnc3N2)cc1 (stereo unspecified)	-5	0	-8	-7	13	8	11	1.0	-1
COc1cccc(C(C(=O)NC2CCCCC2)N(CC2CCCO2)C(=O)CNC(=O)c2ccco2)c1 (stereo unspecified)	-3	1	-24	-7	-6	10	6	0.1	-3
COC(=O)c1ccc2c(c1)C(C)(C)C(/C=C/c1ccc(O)cc1)=[N+]2C	6	30	14	15	2	6	33	4.5	11
COc1ccc(CCNS(=O)(=O)c2ccccc2)cc1OC	-2	12	5	-7	12	2	5	0.7	-4
CC1Sc2ccc(S(=O)(=O)NCc3ccccc3)cc2NC1=O (stereo unspecified)	1	3	-4	-4	19	1	-13	3.8	-7
COc1cc(NC(=S)NC(=O)CCc2ccccc2)cc(OC)c1	-3	11	-5	0	-1	3	-18	-0.3	-8

Screens: PubChem, The Scripps Research Institute Molecular Screening Center
